Screens as filed in PubChem BioAssay.
Anthrax LF inh2: Bacillus anthracis LF protease inhibitors, primary screen, biochemical, multiplex microsphere, MLPCN library; multiplex microsphere protease cleavage assay; 360,000 compounds, 0.12% hits; AID 588501, 2011; inhibition, % at 10 µM; Lethal factor (Bacillus anthracis), P15917; also: plate controls were buffer without enzyme for full effect and enzyme alone for no effect
PrPC surface inh: inhibitors of human cell surface prion protein PrPC, primary screen, cell-based, TR-FRET | Major prion protein (Homo sapiens), P04156 | TR-FRET read-out | inhibition, % at 13.8 µM | 370,000 compounds, 0.43% hits | AID 720596, 2013; in the data active = inhibition above about 24%; also: 0% = median of the test wells and 100% = reference compound wells
BoNT-F LC inh: BoNT/F light chain protease inhibitors, primary screen, biochemical, flow cytometry, MLPCN library. Botulinum neurotoxin type F light chain protease (Clostridium botulinum). Multiplex microsphere protease cleavage assay. inhibition, % at 10 µM. 360,000 compounds, 0.22% hits. AID 588497, 2011; in the data active = inhibition above about 35%, passing the limit was not always enough; inconclusive = no clear call, values can overlap the other calls; also: plate controls were buffer without enzyme for full effect and enzyme alone for no effect
Y pestis TopoI: Yersinia pestis topoisomerase I inhibitors, primary screen, biochemical, cleavage product accumulation, plate reader, single point; Y. pestis Topo-I cleavage product accumulation; 360,000 compounds, 0.064% hits; activity, % at 10 µM; DNA topoisomerase I (Yersinia pestis CO92); in the data active = activity above about 50%, passing the limit was not always enough; inconclusive = no clear call, values can overlap the other calls; also: inactives centre near 2
PfHsp40 rescue: rescue of yeast from PfHsp40 toxicity, primary screen, S. cerevisiae, ATP luminescence | S. cerevisiae expressing PfHsp40, growth rescue | growth rescue, % at 12.5 µM | 340,000 compounds, 0.68% hits; in the data active = growth rescue above about 28%, passing the limit was not always enough; inconclusive = no clear call, values can overlap the other calls;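 also: yeast W303a lacking pdr1 and pdr3 grown in galactose medium; growth measured after three days at 30 °C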
TcdB inh: TcdB glycohydrolase inhibitors, primary screen, biochemical, single point, plate reader | Toxin B (Clostridioides difficile), P18177 | TcdB glycohydrolase enzymatic assay | inhibition, % at 9.99 µM | 350,000 compounds, 0.24% hits; in the data active = inhibition above about 10%
Target sequence (P18177 whole entry, looked up): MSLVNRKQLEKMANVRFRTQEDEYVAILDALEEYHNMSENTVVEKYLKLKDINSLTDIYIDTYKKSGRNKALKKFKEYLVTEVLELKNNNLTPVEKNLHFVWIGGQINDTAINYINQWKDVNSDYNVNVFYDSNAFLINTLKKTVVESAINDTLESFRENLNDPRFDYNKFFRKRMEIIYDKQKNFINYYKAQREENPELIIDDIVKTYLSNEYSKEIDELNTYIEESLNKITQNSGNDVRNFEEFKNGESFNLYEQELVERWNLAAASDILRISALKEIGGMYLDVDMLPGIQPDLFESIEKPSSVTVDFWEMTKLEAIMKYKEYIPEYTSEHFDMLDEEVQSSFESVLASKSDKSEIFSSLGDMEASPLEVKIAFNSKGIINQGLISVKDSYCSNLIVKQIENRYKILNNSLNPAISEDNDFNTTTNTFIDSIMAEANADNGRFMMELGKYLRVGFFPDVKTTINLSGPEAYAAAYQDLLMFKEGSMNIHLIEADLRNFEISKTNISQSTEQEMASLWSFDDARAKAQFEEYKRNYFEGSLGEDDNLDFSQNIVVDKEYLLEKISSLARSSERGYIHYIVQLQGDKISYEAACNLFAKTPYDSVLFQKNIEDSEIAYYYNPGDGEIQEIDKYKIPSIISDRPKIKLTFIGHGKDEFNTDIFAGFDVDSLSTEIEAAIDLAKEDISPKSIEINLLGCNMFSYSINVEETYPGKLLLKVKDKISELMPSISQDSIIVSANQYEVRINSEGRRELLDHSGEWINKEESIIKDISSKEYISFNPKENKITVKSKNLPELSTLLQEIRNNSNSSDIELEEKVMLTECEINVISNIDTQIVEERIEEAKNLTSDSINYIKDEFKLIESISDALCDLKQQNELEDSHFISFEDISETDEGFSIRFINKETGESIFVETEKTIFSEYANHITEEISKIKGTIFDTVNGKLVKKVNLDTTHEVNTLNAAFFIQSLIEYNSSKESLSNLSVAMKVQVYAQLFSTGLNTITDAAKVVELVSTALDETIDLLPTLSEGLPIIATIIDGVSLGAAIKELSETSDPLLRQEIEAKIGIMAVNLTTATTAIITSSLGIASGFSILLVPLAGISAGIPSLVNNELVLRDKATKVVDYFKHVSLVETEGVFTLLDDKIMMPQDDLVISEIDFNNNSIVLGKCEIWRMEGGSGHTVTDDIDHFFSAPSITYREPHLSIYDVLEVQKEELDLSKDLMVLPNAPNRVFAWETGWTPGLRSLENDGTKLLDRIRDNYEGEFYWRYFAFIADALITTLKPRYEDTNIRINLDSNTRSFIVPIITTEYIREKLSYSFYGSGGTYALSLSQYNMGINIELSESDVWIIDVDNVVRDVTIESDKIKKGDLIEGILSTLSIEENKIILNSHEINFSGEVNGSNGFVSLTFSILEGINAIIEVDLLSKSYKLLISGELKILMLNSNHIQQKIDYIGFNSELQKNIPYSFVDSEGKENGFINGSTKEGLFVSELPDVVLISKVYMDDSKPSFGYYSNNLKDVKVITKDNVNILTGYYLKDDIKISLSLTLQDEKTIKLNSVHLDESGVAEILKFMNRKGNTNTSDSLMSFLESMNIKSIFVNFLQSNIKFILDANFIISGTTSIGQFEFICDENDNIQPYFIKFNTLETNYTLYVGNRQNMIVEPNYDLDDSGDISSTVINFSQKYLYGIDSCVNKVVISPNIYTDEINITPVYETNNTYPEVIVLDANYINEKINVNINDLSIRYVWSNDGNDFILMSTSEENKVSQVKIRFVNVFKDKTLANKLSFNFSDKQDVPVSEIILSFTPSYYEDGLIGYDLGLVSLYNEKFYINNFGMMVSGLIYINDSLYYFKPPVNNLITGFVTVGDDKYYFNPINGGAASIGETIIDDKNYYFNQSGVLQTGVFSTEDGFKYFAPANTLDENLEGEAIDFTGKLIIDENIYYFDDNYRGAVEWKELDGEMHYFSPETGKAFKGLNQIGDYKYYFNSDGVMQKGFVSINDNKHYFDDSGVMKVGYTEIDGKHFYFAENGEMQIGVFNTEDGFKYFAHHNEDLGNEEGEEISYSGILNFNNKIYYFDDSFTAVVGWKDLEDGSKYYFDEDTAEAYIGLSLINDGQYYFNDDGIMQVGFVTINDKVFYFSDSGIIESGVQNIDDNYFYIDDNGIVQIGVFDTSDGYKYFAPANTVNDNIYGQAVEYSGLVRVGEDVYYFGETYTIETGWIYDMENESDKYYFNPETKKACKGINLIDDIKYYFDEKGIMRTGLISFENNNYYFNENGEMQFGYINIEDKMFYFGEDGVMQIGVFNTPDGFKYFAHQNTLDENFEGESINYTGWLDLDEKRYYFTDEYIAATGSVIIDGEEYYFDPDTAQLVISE
CCHF vOTU inh: CCHFV vOTU protease inhibitors, primary screen, biochemical, Pep-AMC substrate, fluorescence | Crimean-Congo hemorrhagic fever virus L polyprotein viral ovarian tumor (vOTU) protease … | inhibition, % at 11.5 µM | 370,000 compounds, 0.55% hits | AID 651958, 2012; in the data active = inhibition above about 30%; also: 0% = vehicle wells with enzyme and 100% = no enzyme wells
BoNT-A LC inh2: BoNT/A light chain protease inhibitors, primary screen, biochemical, flow cytometry, MLPCN library | Botulinum neurotoxin type A light chain protease (Clostridium botulinum A str. ATCC 3502) | multiplex microsphere protease substrate cleavage | inhibition, % at 10 µM | 360,000 compounds, 0.17% hits | AID 588499, 2011; also: plate controls were buffer without enzyme for full effect and enzyme alone for no effect
FadD28 binding: inhibitors of FadD28 bisubstrate probe binding, primary screen, biochemical, fluorescence polarization, single point. Mycobacterium tuberculosis FadD28 fatty-acid-AMP ligase. inhibition, % at 12.5 µM. 360,000 compounds, 0.22% hits. AID 588549, 2011; in the data active = inhibition above about 8.5%, passing the limit was not always enough; inconclusive = no clear call, values can overlap the other calls
An asterisk follows results filed as active; ? = inconclusive; . = no result given. Rule as the data show it, unless noted: active = inhibition above about 30%; inconclusive = no clear call, values can overlap the other calls; inactive = below that. Hits appear at their usual frequency; about 2.3% have a hit in one of these screens.

SMILES	Anthrax LF inh2	PrPC surface inh	BoNT-F LC inh	Y pestis TopoI	PfHsp40 rescue	TcdB inh	CCHF vOTU inh	BoNT-A LC inh2	FadD28 binding
O=C(Nc1ccc(NC(=O)c2ccco2)c(Cl)c1)c1ccc2c(c1)OCCO2	2.9	-4.2	-4.6	-4.0	0.5	0.8	-0.2	-0.5	-2.4
CCOc1ccc(N=C(NN)c2ccc3ccccc3n2)cc1	-3.1	-6.3	-17.0	12.1	0.0	.	-1.9	1.0	-1.4
COc1cccc(Nc2ncc(C#N)c(N)n2)c1	.	-2.1	.	5.3	0.6	0.7	10.0	.	-0.2
O=C(c1ccc(CS(=O)(=O)c2ccc(Br)cc2)o1)N1CCN(c2ccccn2)CC1	-10.0	1.3	-5.4	12.0	0.7	0.2	-5.8	-0.2	-0.1
CC(=O)Nc1cccc(-c2cc3c(c4c2ccn4C)C2CCC3O2)c1 (stereo not given)	-2.4	-14.3	-3.2	.	.	4.0	-44.3	0.4	2.6
COc1ccc(CCNC(=O)[C@H](C)NC(=O)N2CCn3c2nc2ccccc23)cc1OC	-0.8	-5.5	9.1	2.0	0.5	1.4	14.7	2.3	-1.7
CC(C)(C)n1nc2c(c1NC(=O)c1ccccc1)CS(=O)(=O)C2	2.6	1.4	-9.1	3.6	-0.3	-0.7	7.2	-0.1	-2.1
CC(Sc1n[nH]c(N)n1)c1nc2scc(-c3cccs3)c2c(=O)[nH]1 (stereo not given)	-1.4	-0.8	-10.7	-6.3	-0.7	.	9.4	0.2	-4.3
Cc1nnc(Sc2nc3c(c(=O)[nH]c(=O)n3C)n2CCc2ccccc2)s1	6.8	3.8	2.7	4.1	-0.1	-3.6	7.0	-0.2	0.3
O=C(NC1CCCCC1)c1c(O)nc2sccn2c1=O	-3.0	-7.2	-0.7	8.5	-2.5	1.0	-7.0	1.8	1.3
Cc1ccc(S(=O)(=O)N(C)C)cc1NC(=S)N1CCCCC1CO (stereo not given)	-1.0	-3.7	-8.0	-0.2	0.5	0.5	-1.8	-0.7	0.7
CCC(C)N1C(=O)C2C(C(=O)Nc3cccc(OC)c3)C3C=CC2(O3)C1C(=O)NC1CCCCC1C (stereo not given)	1.9	5.7	-26.0	0.0	0.3	.	6.3	0.0	-2.7
Clc1ccc(CSc2ncnc3nc[nH]c23)cc1	-2.2	14.1	-8.2	3.2	0.7	1.3	-11.2	-0.5	2.2
COc1cc(/C=N/N=C(N)N)ccc1OCc1ccc(Cl)cc1	-2.2	-0.6	-12.1	-14.6	-1.0	2.5	8.7	0.0	-13.2
O=C(NCCCn1ccnc1)/C(=C\c1ccccc1F)NC(=O)c1ccccc1	3.3	-13.1	2.2	-9.7	0.3	1.6	15.0	-0.9	-3.5
CN1C(=O)C(O)(CC(=O)c2ccc3c(c2)OCO3)c2ccccc21 (stereo not given)	-1.4	-9.0	2.3	1.8	0.2	.	7.6	0.4	-2.5
Clc1ccc(-c2noc(CN3CCCC3)n2)cc1	-3.4	2.7	-1.6	2.3	-0.7	.	5.5	0.8	-0.7
O=C(Nc1nnc(CCS(=O)(=O)c2ccc(Br)cc2)s1)c1ccc([N+](=O)[O-])cc1	-0.5	1.4	-16.8	12.2	-0.7	.	2.9	0.6	-0.5
CCOC(=O)N1CCN(S(=O)(=O)N2CCCC(C(=O)NCc3ccccc3OCC)C2)CC1 (stereo not given)	-3.2	9.7	7.5	1.4	.	0.4	-6.7	0.6	-0.3
O=C(CCCCC(=O)Nc1ccc(F)cc1F)Nc1ccc(F)cc1F	5.1	-8.5	-18.2	-7.7	-0.2	-0.1	-16.4	-5.9	0.0
CCCCNC(=O)/C(C#N)=C/c1ccc2c(c1)OCCO2	0.4	-4.9	-8.1	0.6	-0.1	0.8	-10.6	-1.3	0.1
CN1C(=O)c2ccccc2N(C)C1c1cccc(O)c1 (stereo not given)	-1.3	8.9	?	-9.4	-0.6	-2.9	-147.5	-3.5	-4.4
CC(C)c1nc2oc3c(N4CCNCC4)ncnc3c2c2c1CCC2	-6.2	-5.8	-2.0	-5.1	-0.5	0.2	-10.5	-0.5	-4.0
CC(C)CC1C(=O)N(Cc2cn(Cc3ccco3)nn2)CCS(=O)(=O)N1Cc1ccc(-c2ccc(Cl)cc2)cc1 (stereo not given)	5.1	1.9	0.9	13.1	.	4.6	11.4	0.3	-6.3
CC(=O)N1C[C@H]2CON(C)[C@H]2C[C@H]1c1ccc(-c2cccnc2)cc1	-4.0	-0.1	-7.1	-0.5	.	0.8	13.8	-0.3	0.1
CCCCn1c(N)c(N(CC(C)C)C(=O)C2CC(=O)N(c3ccc4c(c3)OCCO4)C2)c(=O)[nH]c1=O (stereo not given)	-5.3	-5.9	-15.6	5.8	0.4	0.6	3.4	-8.6	-1.8
Clc1ccc(CSc2nnc(NC3=NCCCCC3)s2)cc1	-2.7	8.7	-2.9	10.8	8.2	.	12.2	-0.3	-0.1
O=C(c1ccccc1)c1cc2ccccc2o1	1.3	1.7	1.1	-7.2	-0.4	.	5.8	-0.7	-1.6
CCN1C(=O)C(CC(=O)NC2CCCCC2)N(CC)C1=O (stereo not given)	-3.2	1.6	0.2	0.1	-1.5	.	5.3	-1.1	0.0
CN1CCN(c2ccc(CNC(=O)c3ccc(-c4ccnn4C)c4ccoc34)cc2)CC1	0.4	-5.9	-13.2	7.6	.	1.3	-4.3	0.0	-1.9
O=C(COC(=O)c1ccccn1)c1ccc(Br)cc1	8.5	-0.8	-2.9	-4.4	-1.5	.	-6.0	0.1	-3.1
O=C(O)c1[nH]c2ccccc2c1C(c1cccc(O)c1)c1c(C(=O)O)[nH]c2ccccc12	-6.4	7.3	18.6	-4.4	8.1	3.8	11.7	-2.1	28.9*
CC1(C)C=C(c2ccc(C=O)s2)CC(C)(C)N1	-3.1	1.1	13.3	-5.6	0.3	.	11.9	1.2	-1.7
O=CN1CCN(C(=O)c2cccc3c2-c2ccccc2C3=O)CC1	-10.6	-6.1	6.3	-6.1	-1.2	1.2	16.0	-3.2	-0.4
CCCCCn1c(=O)c(-c2nc3ccccc3[nH]2)c(O)c2ccccc21	-9.8	-4.8	-7.3	3.3	-0.1	-0.9	-2.3	-2.2	1.1
CC(=O)c1cn(C)c(=O)[nH]c1=O	-1.4	7.7	-7.4	5.1	5.9	0.2	-14.0	-0.7	-0.2
O=c1[nH]c(CN2CC=C(c3ccccc3)CC2)nc2scc(-c3cccs3)c12	-4.0	-3.4	2.4	22.2	-1.1	1.0	10.2	7.0	-5.9
CCC(C)[C@H](NC(=O)N1CC(=O)Nc2ccccc21)C(=O)N1CCC[C@@H]1C(=O)O (stereo not given in full)	-2.5	-3.6	-9.1	2.2	2.0	-0.4	2.6	0.1	-3.8
CC(C)[C@H](NC(=O)c1ccccc1Cl)C(=O)OCc1cc([N+](=O)[O-])cc2c1OCOC2	0.8	-11.5	-8.4	4.4	-1.1	.	6.2	0.2	-2.4
COc1ccc(NC(=O)CSc2ncnc3c2cnn3Cc2ccccc2)cc1OC	-2.9	-4.8	3.0	4.0	-0.1	.	3.0	2.2	-1.0
COc1ccc(-c2nn(-c3ccccc3)cc2CNC(=O)c2cccc([N+](=O)[O-])c2)cc1	-1.2	-4.4	2.0	-0.7	-0.5	1.5	1.3	-0.5	-1.0
COc1ccc(OC)c(CNC(=O)CCS(=O)(=O)c2ccc3c(c2)oc(=O)n3C)c1	1.2	-13.4	-0.1	-3.2	-1.1	0.8	8.2	-1.2	-2.7
Cc1ccc(-c2nc(SCC(=O)Nc3cc(S(=O)(=O)N4CCCCC4)ccc3Cl)n[nH]2)cc1	-3.3	-0.6	-8.4	5.9	1.5	.	-2.5	-2.5	4.2
COC(=O)c1sc(=S)n(Cc2ccccc2)c1C	.	-2.2	.	-1.6	-0.5	0.1	2.3	.	-2.2
O=S(=O)(N1CCCCC1)N1CCN(CC(O)COc2ccc3cc(Br)ccc3c2)CC1 (stereo not given)	0.0	-27.5	-6.3	3.0	0.8	.	-4.7	0.8	-4.2
COC(=O)c1ccc(NC(=O)COc2ccc(S(=O)(=O)NC(C)(C)C)cc2)cc1	-12.7	12.3	-9.9	-4.4	.	1.4	-3.6	-0.4	-2.7
Cc1cc(C)cc(C(=O)NC(CC(N)=O)c2ccc(NC3CCCCC3)c([N+](=O)[O-])c2)c1 (stereo not given)	-1.0	-7.6	-2.1	13.4	1.4	0.8	-4.9	0.5	-1.3
Cc1cc(C(=O)CCl)c(C)n1-c1ccon1	0.5	-1.3	4.4	0.4	-1.3	-0.3	0.1	1.1	0.0
Cc1cc(OCCCn2ccnc2)ccc1[N+](=O)[O-]	.	7.4	.	-1.0	0.8	-5.7	11.2	.	-2.8
CCCCN(C(=O)CN1C(=O)C2CCCCC2C1=O)c1c(N)n(Cc2ccccc2)c(=O)[nH]c1=O (stereo not given)	2.1	-0.8	-5.6	13.1	-0.3	0.5	0.2	?	-2.1
COc1ccc(C(c2nnnn2C2CCCCC2)N2CCN(c3ccccc3F)CC2)cc1 (stereo not given)	-3.2	-6.7	3.5	-9.1	0.1	.	-2.0	-0.4	-3.3
O=C1CCCc2[nH]c(-c3ccccc3)nc21	0.3	0.2	-1.1	-1.7	-0.3	0.4	-3.9	0.2	0.7
CCN(CCNCC(O)COc1ccccc1C(C)C)c1cccc(C)c1 (stereo not given)	-16.0	11.1	-43.9	-0.8	1.9	0.9	13.0	-2.3	-0.5
CCN1C(=O)c2ccccc2S(=O)(=O)c2ccc(C(=O)NC(C)C)cc21	0.4	1.3	6.0	-3.0	-0.5	1.5	0.1	-6.5	-0.6
O=C(O)c1ccc(CSc2n[nH]c(-c3ccco3)n2)cc1	3.6	3.4	-6.3	0.2	0.9	.	-1.7	-4.3	-0.1
Cc1ccc(NC(=O)C(C)N2C(=O)C3CC=C(Cl)CC3C2=O)cc1 (stereo not given)	-0.4	2.2	-8.3	-5.3	1.3	.	4.9	-0.8	-3.9
CN1C2CCC1CC(N(CCc1ccccc1)C(=O)c1ccc(Cl)cc1)C2 (stereo not given)	-3.0	-3.8	-1.2	-8.1	-0.6	1.4	-6.5	-2.5	.
O=C(CNC(=O)c1ccccc1F)OCc1nc2ccccc2s1	1.1	7.8	-1.8	2.6	13.1	-0.1	-2.2	0.7	-0.4
CS(=O)(=O)c1ccc(Cl)c(NC(=O)COC(=O)CNC(=O)c2cccs2)c1	0.2	-1.3	-2.0	6.6	3.2	1.5	18.4	-1.6	0.3

Four of these compounds, set out differently:
compound | Anthrax LF inh2 | PrPC surface inh | BoNT-F LC inh | Y pestis TopoI | PfHsp40 rescue | TcdB inh | CCHF vOTU inh | BoNT-A LC inh2 | FadD28 binding
CCN(CCNCC(O)COc1ccccc1C(C)C)c1cccc(C)c1 (stereo not given) | -16.0 | 11.1 | -43.9 | -0.8 | 1.9 | 0.9 | 13.0 | -2.3 | -0.5
CCN1C(=O)c2ccccc2S(=O)(=O)c2ccc(C(=O)NC(C)C)cc21 | 0.4 | 1.3 | 6.0 | -3.0 | -0.5 | 1.5 | 0.1 | -6.5 | -0.6
O=C(O)c1ccc(CSc2n[nH]c(-c3ccco3)n2)cc1 | 3.6 | 3.4 | -6.3 | 0.2 | 0.9 | . | -1.7 | -4.3 | -0.1
Cc1ccc(NC(=O)C(C)N2C(=O)C3CC=C(Cl)CC3C2=O)cc1 (stereo not given) | -0.4 | 2.2 | -8.3 | -5.3 | 1.3 | . | 4.9 | -0.8 | -3.9
